# Assay outcomes from PubChem.
# aDG glyco up = increases alpha dystroglycan glycosylation; Pro5-aDG cells, alpha-DG glycosylation AlphaScreen (IIH6); 0% Pro5, 100% B10-LARGE cell signal; activation, % at 10 µM; hit rate 0.22% among 360,000;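 active means activation of at least 8% versus controls, or a plate z-score of at least 8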;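 further: Pro5 are CHO cells carrying HIG-tagged alpha-DG that lacks glycosylation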
# Cardio protect = protects H9c2 cardiomyocytes from peroxide injury | H2O2 injury protection, ATPLite, 2 h | protection from H2O2 cell death, % at 20 µM | hit rate 0.63% among 360,000;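 active means compounds giving at least 50% protection of heart cells from peroxide-induced death in the single-dose screen, raw or plate-pattern-corrected value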;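 further: 0% = DMSO wells with peroxide and 100% = DMSO wells without peroxide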
# Exocytosis inh = lytic granule exocytosis inhibition. hit rate 0.66% among 360,000. inhibition, % at 10 µM. AID 651702. TALL-104 LAMP-1 surface exposure, flow cytometry; cells stimulated with thapsigargin and PMA;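 active means inhibition above about 55%, limit read from the data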
# ABCB6 inh 2 = inhibitors of human ABC transporter ABCB6; Q9NP58; K562-ABCB6 porphyrin accumulation, flow cytometry, 1 h; stronger effect = lower value; fluorescence ratio to DMSO, % at 10 µM; hit rate 0.19% among 360,000;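 active means fluorescence ratio to DMSO below 75%, the collection mean minus 3 SD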;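 further: signal is porphyrin accumulated inside mitochondria; 100% equals median channel fluorescence of DMSO control wells; lower ratio means ABCB6 inhibition with less porphyrin fluorescence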
# Target sequence (Q9NP58 whole entry, looked up): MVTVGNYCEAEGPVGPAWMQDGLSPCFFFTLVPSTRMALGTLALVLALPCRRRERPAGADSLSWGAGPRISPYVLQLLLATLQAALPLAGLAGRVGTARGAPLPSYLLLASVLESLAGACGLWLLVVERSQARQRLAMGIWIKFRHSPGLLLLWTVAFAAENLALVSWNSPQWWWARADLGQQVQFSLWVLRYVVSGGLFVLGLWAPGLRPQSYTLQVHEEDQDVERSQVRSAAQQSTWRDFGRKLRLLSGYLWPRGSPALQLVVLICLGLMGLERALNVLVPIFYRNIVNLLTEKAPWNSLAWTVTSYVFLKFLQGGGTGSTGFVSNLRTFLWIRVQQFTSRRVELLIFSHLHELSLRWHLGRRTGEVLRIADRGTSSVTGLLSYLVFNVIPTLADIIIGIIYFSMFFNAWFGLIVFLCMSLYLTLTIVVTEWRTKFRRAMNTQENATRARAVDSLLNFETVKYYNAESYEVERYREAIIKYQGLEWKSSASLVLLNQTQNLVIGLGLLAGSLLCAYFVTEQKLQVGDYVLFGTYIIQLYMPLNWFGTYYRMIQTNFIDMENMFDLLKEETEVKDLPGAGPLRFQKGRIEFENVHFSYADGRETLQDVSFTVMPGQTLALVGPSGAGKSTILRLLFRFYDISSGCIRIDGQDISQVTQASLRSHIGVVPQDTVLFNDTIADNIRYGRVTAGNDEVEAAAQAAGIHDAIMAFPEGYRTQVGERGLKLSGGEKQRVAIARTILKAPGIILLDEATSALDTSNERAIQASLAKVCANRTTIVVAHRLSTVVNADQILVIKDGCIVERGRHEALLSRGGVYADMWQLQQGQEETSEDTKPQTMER
# CaV13 FRET inh = Disruptors of the CACNA1D IQ motif to Ca2+-dependent inactivation inhibitor domain association, primary screening, Förster resonance energy transfer in intact living …; HEK cells, CFP/YFP FRET ICDI-IQ, plate reader, 10 min; percent FRET-ratio fall versus neutral wells; inhibition, % at 12.3 µM; hit rate 0.098% among 340,000; AID 743397;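 active means mean replicate inhibition of at least 30% and at least 1% of replicates passing that level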;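 further: 0% = median of the neutral control wells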
# HTR2A ag = agonists of mouse serotonin 5-HT2A receptor (HTR2A); activation, % at 7.6 µM; AID 624169; CHO-K1 mHTR2A beta-arrestin complementation, luminescence; percent of 30 µM serotonin response; P35363; hit rate 0.66% among 360,000;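 active means activation above a run cutoff, the mean activation of all tested compounds plus 3 SD, cut at about 14% in these data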;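 further: 0% = plate median of compound wells and 100% = 30 µM serotonin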
# hiPSC survival = enhancers of human iPSC single-cell survival | hit rate 0.044% among 360,000 | hiPSC single-cell survival, ATPlite luminescence; 100% = ROCK inhibitor wells, 0% = DMSO | survival enhancement, % at 20 µM; in the data active means survival enhancement above about 18%;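 further: cells exposed to compounds for 16 hours before the ATP read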
# Glyco luc inh = N-linked glycosylation inhibition | AID 588692 | reporter increase, % at 12.5 µM | D54 ERlucT glycosylation luciferase reporter, 24 h; percent of 100 nM tunicamycin response | hit rate 0.23% among 360,000;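 active means mean luciferase reporter signal, scaled so untreated is 0 and the glycosylation-blocking control 100, at or above a set limit in every replicate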;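 further: luciferase carries N-glycosylation sites so blocking glycosylation raises the light; 0% = median of neutral control wells and 100% = median of 100 nM tunicamycin wells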
# Vif imaging = inhibitors of HIV Vif; HEK293T cells, Vif self-association by quenched fluorescence, imaging, 24 h; inhibition, % at 7.49 µM; hit rate 0.35% among 340,000; AID 602346; in the data active means inhibition above about 50%, passing the limit was not always enough; further: some results filed as inactive read as strong as hits
# PDI turbidity = blocks human protein disulfide isomerase activity; P07237; PDI insulin aggregation turbidity, A650, 90 min; inhibition, % at 10 µM; hit rate 0.052% among 350,000; AID 588391;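 active means mean inhibition across replicates of 30% or more, whatever share of single replicates reach that level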;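 further: absorbance from insulin aggregation driven by PDI reduction with DTT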
# * hit, by the source's call; . = no result given.
SMILES,aDG glyco up,Cardio protect,Exocytosis inh,ABCB6 inh 2,CaV13 FRET inh,HTR2A ag,hiPSC survival,Glyco luc inh,Vif imaging,PDI turbidity
CCOc1ccc2c(c1)OC(c1ccc(C)cc1)(C(F)(F)F)NC2=O (centres undefined),-0.2,-3,6,101,-10,6,-1.1,13,21,-11
O=C(O)c1cc([N+](=O)[O-])cc2c1nnn2O,0.0,6,6,95,2,-2,-0.5,-1,-8,6
COc1ccc(OC(=O)N(C)C[C@@H]2OCc3cn(nn3)CCCC(=O)N([C@@H](C)CO)C[C@H]2C)cc1,-0.1,8,0,98,-9,-1,-1.9,1,2,-11
S=c1[nH]ccn1-c1ccc(Cl)cc1,0.0,1,-2,101,2,0,-0.1,1,5,2
Cc1csc(NC(=O)c2ccccc2O)n1,0.0,-11,-2,101,.,-5,-3.3,3,4,-3
COc1ccc(CNC(=O)[C@@H](Cc2ccccc2)NC(=O)CC[C@H]2O[C@@H](n3ccc(=O)[nH]c3=O)[C@H](O)[C@@H]2O)cc1,-0.1,1,0,92,.,1,3.2,3,.,.
CCOc1ccc2nc(NC(=O)CSc3nnc(-c4ccncc4)n3CC3CCCO3)sc2c1 (centres undefined),-0.1,-6,1,98,-3,-2,-2.4,-1,1,1
Clc1ccc(-c2ccccc2)cn1,-0.1,5,-1,102,-10,8,1.6,4,-9,2
NC1(C#Cc2ccc3oc(=O)c(-n4cc(-c5ccsc5)nn4)cc3c2)CCCCC1,0.0,-20,0,98,-7,0,-1.9,-5,-5,-6
O=C(NC1CCCCC1)c1ccc(CNc2c(N3CCOCC3)c(=O)c2=O)cc1,0.0,-8,0,102,-6,1,-0.2,1,6,-13
CCC(Sc1ncccc1C(=O)O)C(=O)N1CCCC1 (centres undefined),0.0,6,-2,103,-8,-3,-1.7,0,.,-6
O=C(O)c1ccc2cccnc2n1,0.2,1,25,102,-4,-2,0.1,4,-11,-3
COc1ccc(S(=O)(=O)N2CCN(C(=S)NC3CCCCC3)CC2)cc1,-0.2,-1,2,104,-2,2,-1.3,-2,-1,1
CCOc1nc(-c2ccccc2)ccc1-c1noc(-c2ccc(OC)c(OC)c2)n1,0.1,-12,0,101,1,1,1.8,0,-2,1
CC(C(=O)NCC1CCCCC1)N(C)Cc1ccc(Cl)cc1 (centres undefined),0.3,-2,-3,97,-1,1,2.1,-6,-6,-5
Cc1ccc(-c2nn(C)c(=O)c3ccccc23)cc1CNC(=O)/C=C/c1ccccc1,0.2,2,-2,90,-5,-9,3.9,-4,-5,-3
Cc1ccc(-c2nn(-c3cc(N4CCNCC4)ccc3[N+](=O)[O-])c(=O)c3ccccc23)cc1,6.4,-7,22,89,-5,-7,-5.8,-5,2,-9
CCC(=O)Nc1ccc(S(=O)(=O)NC[C@H]2O[C@@H](n3cnc4c(=O)[nH]c(N)nc43)[C@H](O)[C@@H]2O)cc1,-0.1,3,-5,96,-5,-3,0.5,1,-2,.
CCc1ccc(S(=O)(=O)N2CCN(Cc3ccco3)CC2)cc1,0.0,-6,-1,99,-11,0,0.0,0,2,2
CCC(CO)Oc1cc(NCc2ccc(Cl)cc2Cl)c2ncn(C(C)C)c2c1 (centres undefined),0.8,-10,-1,99,-7,-2,1.4,-3,-11,1
CCCn1c(SCC(=O)N2c3ccccc3CC2C)nnc1-c1ccco1 (centres undefined),0.0,-2,-1,94,-5,-1,-1.0,0,-4,9
O=C(Nc1ccc(Cl)cc1)c1csc(-c2ccccc2)n1,0.2,-8,0,94,-3,2,3.9,1,-2,0
O=C(CSc1nc(Nc2ccccc2)nc(N2CCOCC2)n1)N1CCCC1,0.0,7,-1,94,-2,-2,-0.6,-10,28,-12
CC(CC(=O)Nc1nccs1)c1ccccc1 (centres undefined),0.0,3,-5,98,-4,-1,-0.4,0,4,6
O=C(CCC(=O)Nc1ccc(Br)cc1)N/N=C/c1ccc(F)cc1,0.0,2,-5,96,-20,-3,0.3,1,-13,7
# New compounds follow
SMILES,aDG glyco up,Cardio protect,Exocytosis inh,ABCB6 inh 2,CaV13 FRET inh,HTR2A ag,hiPSC survival,Glyco luc inh,Vif imaging,PDI turbidity
O=C(COC(=O)c1nc(Cl)ccc1Cl)c1ccc(Cl)s1,0.4,-4,3,100,-3,-1,0.6,1,0,-13
CCCN(C(=O)CSc1ccccc1C(=O)O)C1CCS(=O)(=O)C1 (centres undefined),0.0,4,-1,93,-4,5,-0.4,-1,12,-1
Cc1ccc(S(=O)(=O)NC(C)(C)CN2CCC(Cc3ccccc3)CC2)cc1,0.3,-16,23,93,-2,-5,-0.2,-3,2,0
Cc1[nH]c2ccccc2c1-c1nc2ccccc2[nH]1,5.0,-2,-3,92,-2,-2,-0.6,7,-8,7
CCOC(=O)c1csc(NC(=O)CN2CCOCC2)n1,-0.3,-1,-14,97,-4,3,-0.8,1,10,-3
COc1cc(C(=O)NC2CCN(Cc3nnnn3Cc3ccc(F)cc3)CC2)cc(OC)c1OC,-0.2,-7,-4,100,-7,-2,-0.4,3,11,7
CCc1noc(C)c1C(=O)N1CCN(S(=O)(=O)c2ccc(Br)cc2)CC1,0.3,4,3,98,-6,-2,-0.5,-1,-1,-5
CC1CCN(S(=O)(=O)c2cccc(C(=O)Nc3nncs3)c2)CC1,0.0,5,-1,97,.,-2,-0.4,1,1,0
Oc1cc2c(cc1CN1CCN(c3ncccn3)CC1)OCO2,0.3,3,3,96,-6,17*,-0.5,2,16,10
CCOC(=O)c1cc(-c2ccccc2)n(CCC(=O)N2CCN(c3ccccn3)CC2)c1C,-0.1,25,-1,97,-4,7,0.7,-1,-3,-4
COCCNC(=O)/C(C#N)=C/c1ccc(O)c([N+](=O)[O-])c1,-0.3,3,-2,97,-5,1,-2.1,0,3,-1
O=C(NC1(C(F)(F)F)C(=O)Nc2c1c(=O)[nH]c(=O)n2-c1ccccc1)c1ccncc1 (centres undefined),0.1,-3,5,94,-3,0,5.6,3,-1,1
Cc1cccc(CN2CCc3c(OCC(=O)N4CCCc5ccccc54)cccc3C2=O)c1,-0.1,-4,0,100,-6,-1,-0.9,-3,-3,0
COc1ccc(CCNC(=O)C(C)SCc2ccccc2)cc1 (centres undefined),-0.3,3,-2,99,7,-2,1.7,0,13,4
CCCCn1nnnc1C(c1ccccc1)N1CCN(c2ccc(C(F)(F)F)cn2)CC1 (centres undefined),0.2,.,3,100,-6,-3,0.6,.,.,.
COCC(C)NC(=O)c1nn(Cc2ccccc2)c(=O)c2ccccc12 (centres undefined),-0.3,4,0,94,-1,6,1.0,4,12,4
COC(=O)c1ccc(-c2ccc(F)cc2)nc1C,-0.2,-7,7,63*,-4,1,-1.3,-5,9,4
CC1CCCCC12NC(=O)N(CC(=O)Nc1ccc(OC(F)F)cc1)C2=O (centres undefined),-0.1,-3,-4,98,-2,5,0.4,7,15,4
S=c1[nH]cc(Cc2ccccc2)s1,0.1,8,6,95,-6,3,-0.2,0,14,-3
COc1cc(Nc2ccc(C)cc2)c([N+](=O)[O-])nc1[N+](=O)[O-],-0.1,32,-1,101,-2,3,1.5,20,5,0
Cc1c(NC(=O)CSc2nc3ccc(Cl)cc3[nH]2)c(=O)n(-c2ccccc2)n1C,0.8,-9,-4,102,-5,-3,4.3,0,-5,-13
CCC(Oc1ccccc1OC)C(=O)Nc1ccc2c(c1)OCO2 (centres undefined),0.0,-9,4,98,-4,-10,-0.7,1,-6,-7
C=C(C(=O)c1ccccc1)C(C(=C)C(=O)c1ccccc1)c1ccc(OC)cc1,-0.3,-11,52,94,-20,-2,-0.8,-17,15,1
COc1ccc(S(=O)(=O)Nc2cccc3c2O[C@H](CN(C)S(=O)(=O)c2ccccc2)[C@@H](C)CN([C@H](C)CO)C3=O)cc1,0.0,6,-3,89,-10,-3,-1.8,1,.,0
COC(=O)COc1ccc2c(=O)c(Oc3ccccc3)c(C)oc2c1,0.0,-3,3,99,-5,-4,-0.8,2,1,-3
# Additional records follow:
SMILES,aDG glyco up,Cardio protect,Exocytosis inh,ABCB6 inh 2,CaV13 FRET inh,HTR2A ag,hiPSC survival,Glyco luc inh,Vif imaging,PDI turbidity
CC(C)(C)C(CO)NC(=O)c1ccc[nH]1 (centres undefined),0.0,2,-3,105,-9,3,0.3,3,9,-3
CCCCNC(=O)O[C@@H]1C[C@@H]2CCN3C(=O)CCC[C@H]([C@H]1CC)[C@H]23,0.0,2,5,96,-10,3,1.9,0,6,2
COc1ccc(CNc2cccc(F)c2)cc1Br,-0.1,-14,-3,97,-8,-4,0.4,-1,4,-5
CC(C)NC(=O)N(C)C[C@@H]1OCc2cnnn2CCCC(=O)N([C@H](C)CO)C[C@@H]1C,0.3,6,14,101,-3,5,-2.2,1,6,-4
CCOCc1c(C(=O)N2CCN(CCOc3ccc(Cl)cc3)CC2)oc2ccccc12,0.2,-6,0,96,-5,-8,-0.5,-1,-8,-1
Cc1cccc(-n2c(C)nc3c(cnn3-c3ccc(F)cc3)c2=O)c1,1.0,-16,11,90,.,3,1.7,0,-23,-8
Cc1c(NS(=O)(=O)c2cccc3nsnc23)c(=O)n(-c2ccccc2)n1C,0.0,5,-2,102,-19,2,-0.5,2,2,2
Cc1ccccc1-n1nnnc1SCC(N)=O,-0.4,2,1,94,.,-2,3.2,-2,-3,12
COc1ccccc1NC(=O)c1nnn(CC(=O)Nc2ccccc2)c1N,-0.4,-9,2,101,-4,-1,-2.1,-1,3,-2
COCC(=O)Nc1ccc(C)c(Cl)c1,0.2,1,-1,91,-4,-3,-0.1,1,-1,4
COc1ccc(NC(=O)CSc2nc(C3CC3)nc3ccccc23)c(OC)c1,0.2,4,30,101,-3,-5,-0.6,0,-8,-1
O=C(O)CCNC(=O)c1cncc(Br)c1,0.1,-5,-1,97,-9,3,-0.2,1,18,-10
CCCc1cc(=O)[nH]c(SCC(=O)Nc2cccc3ccccc23)n1,-0.1,-2,-6,98,-3,-13,-0.4,-1,0,-8
CCS(=O)(=O)N1Cc2cc(C(=O)NCC3CC3)nc(-c3cccc(-c4cccnc4)c3)c2[C@@H]1CCO,0.0,.,-2,94,-8,0,1.6,.,.,.
CC(C)[C@@H](CO)NC(=O)c1ccc2c3n(nc2c1)-c1ccccc1CO3,-0.2,-31,-9,99,-9,2,-4.0,-9,-6,-3
Cc1ccc(S(=O)(=O)NC(=O)c2cc(C)n(-c3ccccc3)c2C)cc1,-0.2,3,4,102,-4,0,-0.7,4,1,3
Cc1ccc(C(=O)NCCC(=O)NCc2cc(=O)n(C)c(=O)n2C)cc1,-0.4,2,2,97,-3,6,-0.3,3,4,-6
CCCCn1c(N)c(N(CC)C(=O)c2ccc([N+](=O)[O-])c(C)c2)c(=O)[nH]c1=O,0.0,8,-11,100,-3,3,-0.3,3,14,0
Cc1ccc(NC(=O)CN(C)C(=O)c2ccccn2)cc1,-0.1,5,-1,95,-4,5,4.1,0,-4,-2
CCOc1ccc(N(C(=O)c2snc(C(N)=O)c2N)C(C)C(=O)NC2CCCCC2)cc1 (centres undefined),0.0,12,-1,102,-7,-4,-0.1,1,-6,-10

# In the list so far, 2 contain a thiophene ring, fused or not.
SMILES,aDG glyco up,Cardio protect,Exocytosis inh,ABCB6 inh 2,CaV13 FRET inh,HTR2A ag,hiPSC survival,Glyco luc inh,Vif imaging,PDI turbidity
NC1(C#Cc2ccc3oc(=O)c(-n4cc(-c5ccsc5)nn4)cc3c2)CCCCC1,0.0,-20,0,98,-7,0,-1.9,-5,-5,-6
O=C(COC(=O)c1nc(Cl)ccc1Cl)c1ccc(Cl)s1,0.4,-4,3,100,-3,-1,0.6,1,0,-13
